Abeta rescue: compounds reversing amyloid beta toxicity in yeast; yeast expressing A-beta42, growth rescue, OD600, 48 h; response scale: 0% DMSO, 100% iron-clioquinol control; Potency, µM (series often up to 46.1 µM), without a hit: at the top dose growth rescue, usual class: activators; actives 0.063% (n = 410,000); AID 1347071; note: potency is the fitted concentration of half-maximal effect; nearly all actives have a fitted effect of over 55% in size
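Yeast A-beta toxicity model in growth medium with pinned compounds, 48 h at 30 C; growth read as absorbance at 600 nm. Normalized to FeCl3/clioquinol equimolar mix (positive) and DMSO (negative).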
EPAC2 ag: agonists of human EPAC2 (RAPGEF4); Q8WZA2; EPAC2 activation, biochemical qHTS; response scale: 100% = 6.5 mM cAMP response; Potency, µM (doses to about 154 µM), inactives show at the highest dose activation, hits mostly activators; actives 0.079% (n = 360,000); AID 720711; note: potency is the fitted concentration of half-maximal effect; nearly all actives have a fitted effect of over 50% in size
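qHTS, titration series. 100 nM EPAC2 / 250 nM Rap1B-BODIPY-GDP / 50 uM GDP; RT; ex 480/em 540 nm, 5-min reads to 30 min. Norm. to 6.5 mM cAMP = activation.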
aSyn yeast inh: alpha-synuclein toxicity inhibition in yeast. Yeast expressing alpha-synuclein, growth rescue, BacTiter-Glo, 24 h. Potency, µM (titrated, usually from 46.1 µM), without a hit: at the highest dose growth rescue (activation), actives largely listed as activators. actives 0.14% (n = 370,000); note: potency is the fitted concentration of half-maximal effect; % of control where 0% means no effect; nearly all actives have a fitted effect of over 65% in size
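Screening used galactose-induced yeast with toxic alpha-synuclein levels, exposed to compound for 24 hr at 30 deg C. Cell growth, read with BacTiter-Glo luminescence, gave the measured signal.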
DRD3 antagonist: antagonists of human D3 dopamine receptor. P35462. D3R cells, DiscoveRx beta-arrestin luminescence, antagonist mode; active compounds read low. max response, negative = inhibition, %. actives 2.5% (n = 360,000); in the data active = max response below about -50%; inconclusive = no clear call, values can overlap the other calls; note: % is set by controls: 0 for no effect and ±100 for the full control effect; mostly tested at two doses, the higher about 12 µM
Target sequence (P35462 whole entry, looked up): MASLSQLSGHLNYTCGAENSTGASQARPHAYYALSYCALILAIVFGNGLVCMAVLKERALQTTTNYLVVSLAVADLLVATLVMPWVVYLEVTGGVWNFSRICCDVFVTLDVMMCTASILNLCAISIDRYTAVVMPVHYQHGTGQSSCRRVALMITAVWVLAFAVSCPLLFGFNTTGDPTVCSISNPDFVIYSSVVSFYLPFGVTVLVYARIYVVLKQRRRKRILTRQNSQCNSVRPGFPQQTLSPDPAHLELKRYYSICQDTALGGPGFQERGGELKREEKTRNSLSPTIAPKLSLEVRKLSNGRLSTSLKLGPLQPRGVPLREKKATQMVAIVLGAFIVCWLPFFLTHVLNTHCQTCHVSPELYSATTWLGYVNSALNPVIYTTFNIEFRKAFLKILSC
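Cells expressing the human receptor were seeded at 1500 cells/well, incubated overnight at 37 degrees C in 5% CO2, then exposed to library compounds with dopamine controls for 90 minutes at 37 degrees C before luminescent detection.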
EPAC2 antagonist: EPAC2 (human) antagonism. EPAC2 GEF exchange of Rap1B-BODIPY-GDP, fluorescence. actives 0.18% (n = 360,000). Q8WZA2. Potency, µM (titrated, usually from 114 µM), without a hit: top-dose activity, negative = inhibition, hits mostly inhibitors; note: potency is the fitted concentration of half-maximal effect; % is set by controls: 0 for no effect and ±100 for the full control effect; nearly all actives have a fitted effect of over 45% in size; many of its hits are not listed in these tables
TDP43 rescue: TDP-43 toxicity inhibition in yeast; Potency, µM (top dose mostly 46.1 µM), for inactives: at the highest dose growth rescue (activation), usual class: activators; AID 652104; TDP-43 expressing yeast growth rescue, BacTiter-Glo, 24 h; actives 1.8% (n = 410,000); note: potency is the fitted concentration of half-maximal effect; % of control where 0% means no effect; nearly all actives have a fitted effect of over 50% in size
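In this qHTS, compounds that restore growth of yeast expressing TDP-43 appear as activators. Cells (OD600=0.02, galactose medium, raffinose-pregrown) are incubated with compound 24 hr at 30 deg C and growth is quantified by BacTiter-Glo.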
D3 ag: D3 dopamine receptor (human) agonism; P35462; D3R DiscoveRx beta-arrestin cells, luminescence, 90 min; max activation, %; actives 0.58% (n = 410,000); in the data active = max activation above about 30%; note: 0% is about no effect; mostly tested at two doses, the higher about 12 µM
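Cells at 1500/well, incubated overnight, then treated with pinned compounds (dopamine as control) for 90 min at 37 degrees C. DiscoveRx reagent added for 30 - 60 minutes at room temperature; luminescence read.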
FUS yeast rescue: rescues growth of FUS-expressing yeast. actives 0.24% (n = 390,000). Potency, µM (titrated, usually from 76.6 µM), for the others: top-dose growth rescue (activation), actives largely listed as activators. S. cerevisiae FUS-expressing, growth rescue, OD600, 24 h;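 note: potency is the fitted concentration of half-maximal effect; plate controls were DMSO vehicle for no effect and reference control for full effect; nearly all actives have a fitted effect of over 55% in size; some results filed as inactive show a strong effect at the top dose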
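Yeast FUS proteinopathy model; galactose-induced FUS (2%), starting OD 0.005. Cpds in dilution series, 24hr, 30C, 99% humidity. Abs 600 nm growth. Pos ctrl CP55940 (top 92uM final); neg ctrl DMSO.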
Starred values were filed as active, the others as inactive; & = joins results of further samples; [ ] = dose if it differs, or a comment. Unless noted, calls come from the whole dose curve; as a rule, active = well fitted curve in the direction sought with a large enough effect; inconclusive = small, poorly fitted or top-dose-only effect, or another doubt; inactive = no such curve, though single readings can be large; an effect the other way counts as inactive or inconclusive.

`CCCOC(=O)c1ccc(O)c(OC)c1` gave Abeta rescue 1%, EPAC2 ag 4%, aSyn yeast inh 0%, DRD3 antagonist -7, EPAC2 antagonist 5%, TDP43 rescue 14%, D3 ag 4 and FUS yeast rescue -3%.
Cc1cn(CC(=O)N[C@H](C)c2cccc3ccccc23)c(=O)[nH]c1=O was read as Abeta rescue -14%, EPAC2 ag 3%, aSyn yeast inh -1%, DRD3 antagonist -21, EPAC2 antagonist 18%, TDP43 rescue 5%, D3 ag -34 and FUS yeast rescue -11%.
For CCCCNC(=O)C1CCCN(c2nnc(C)c3c(C)n(-c4ccc(Cl)cc4)nc23)C1 (stereo not given) the results were Abeta rescue -18%, TDP43 rescue 19%, D3 ag 6 and FUS yeast rescue -16%.
`CC1=C(C(=O)N(C)C)CC(CC(=O)NCCc2ccccn2)C(=O)N1Cc1ccccc1` (stereo not given) gave Abeta rescue 11%, EPAC2 ag 9%, aSyn yeast inh -4%, DRD3 antagonist -18, EPAC2 antagonist 8%, TDP43 rescue 23%, D3 ag -2 and FUS yeast rescue -4%.
Screening COc1ccc(-c2cc(CNS(=O)(=O)c3cc(OC)ccc3OC)on2)cc1 returned Abeta rescue 12%, EPAC2 ag 10%, aSyn yeast inh 6%, DRD3 antagonist 2, EPAC2 antagonist -5%, TDP43 rescue 18%, D3 ag -1 and FUS yeast rescue 10%.
`O=C(N[C@@H](CO)C(=O)NCc1ccccc1)c1ccc(C(F)(F)F)cc1` gave Abeta rescue -15%, EPAC2 ag 2%, aSyn yeast inh 4%, DRD3 antagonist 4, EPAC2 antagonist -7%, TDP43 rescue inconclusive, D3 ag 3 and FUS yeast rescue -23%.
`Brc1ccc(-c2csc(N3CCOCC3)n2)cc1` gave Abeta rescue inconclusive, EPAC2 ag 10%, aSyn yeast inh 1%, DRD3 antagonist 32, EPAC2 antagonist -6%, TDP43 rescue inconclusive, D3 ag 4 and FUS yeast rescue 18%.
O=C(NCc1ccco1)Nc1cccs1 was read as Abeta rescue -4%, EPAC2 ag 7%, aSyn yeast inh -1%, DRD3 antagonist 19, EPAC2 antagonist 16%, TDP43 rescue 3%, D3 ag 3 and FUS yeast rescue 29%.
For CCCCC(CC)CNC(=O)CCCCn1c(=O)[nH]c2ccsc2c1=O (stereo not given) the results were Abeta rescue 2%&-1%, EPAC2 ag -6%, aSyn yeast inh 2%, DRD3 antagonist -22, EPAC2 antagonist -6%, TDP43 rescue 9%&19%, D3 ag -9&5 and FUS yeast rescue 27%&-10%.
`COc1cccc(NC(=S)N2CCc3cc(OC)c(OC)cc3C2COc2ccc3c(C)cc(=O)oc3c2)c1` (stereo not given) gave Abeta rescue -3%, EPAC2 ag -4%, aSyn yeast inh 1%, DRD3 antagonist -16, EPAC2 antagonist -3%, TDP43 rescue 12%, D3 ag -1 and FUS yeast rescue inconclusive.
Screening CC1CCCCC1NC(=O)COC(=O)c1ccc(S(=O)(=O)NCc2ccco2)cc1 (stereo not given) returned Abeta rescue -13%, EPAC2 ag 5%, aSyn yeast inh -6%, DRD3 antagonist -5, EPAC2 antagonist 4%, TDP43 rescue -11%, D3 ag -3 and FUS yeast rescue 22%.
For Cc1cccc(N2CCN(C(=O)CCn3c(=O)[nH]c4ccsc4c3=O)CC2C)c1 (stereo not given) the results were Abeta rescue 9%, EPAC2 ag -5%, aSyn yeast inh 2%, DRD3 antagonist 86, EPAC2 antagonist -18%, TDP43 rescue -9%, D3 ag 14 and FUS yeast rescue 17%.
Screening CN(C)c1ccc(C(=O)Nc2nc3c(s2)CCCC3)cc1 returned Abeta rescue 1%, EPAC2 ag 12%, aSyn yeast inh -11%, DRD3 antagonist 8, EPAC2 antagonist -7%, TDP43 rescue inconclusive, D3 ag -9 and FUS yeast rescue -9%.
For Cc1ccc(C(=O)NCc2nnc(SCC(=O)Nc3sc4c(c3C#N)CCCC4)n2C)cc1 the results were Abeta rescue 20%, EPAC2 ag -85%[15.6 µM], aSyn yeast inh 3%, DRD3 antagonist -10, EPAC2 antagonist 3%, TDP43 rescue 8%, D3 ag 1 and FUS yeast rescue 10%.
COc1ccc(-c2ccc3nnc(SCC(=O)Nc4ccc(NC(C)=O)cc4)n3n2)cc1 was read as Abeta rescue -15%, EPAC2 ag -1%, aSyn yeast inh -7%, DRD3 antagonist 0, EPAC2 antagonist 5%, TDP43 rescue 1%, D3 ag -7 and FUS yeast rescue 17%.

The closing 2 records of the section before open the next one.
For Cc1ccc(C(=O)NCc2nnc(SCC(=O)Nc3sc4c(c3C#N)CCCC4)n2C)cc1 the results were Abeta rescue 20%, EPAC2 ag -85%[15.6 µM], aSyn yeast inh 3%, DRD3 antagonist -10, EPAC2 antagonist 3%, TDP43 rescue 8%, D3 ag 1 and FUS yeast rescue 10%.
COc1ccc(-c2ccc3nnc(SCC(=O)Nc4ccc(NC(C)=O)cc4)n3n2)cc1 was read as Abeta rescue -15%, EPAC2 ag -1%, aSyn yeast inh -7%, DRD3 antagonist 0, EPAC2 antagonist 5%, TDP43 rescue 1%, D3 ag -7 and FUS yeast rescue 17%.
For CCn1nc(C)c(CNC(=O)C2CCC(=O)N(Cc3cccc(F)c3)C2)c1C (stereo not given) the results were Abeta rescue -2%, EPAC2 ag 4%, aSyn yeast inh -5%, DRD3 antagonist -14, EPAC2 antagonist 9%, TDP43 rescue 16% and D3 ag -2.
For O=C(CSc1ccc2c(c1)OCCO2)NC(=O)Cc1ccccc1 the results were Abeta rescue -10%, EPAC2 ag -7%, aSyn yeast inh 9%, DRD3 antagonist 2, EPAC2 antagonist -4%, TDP43 rescue inconclusive, D3 ag 4 and FUS yeast rescue -9%.
`O=C(C[n+]1ccccc1)Nc1ccc(Cl)c([N+](=O)[O-])c1` gave Abeta rescue 6%, EPAC2 ag 4%, aSyn yeast inh 10%, DRD3 antagonist -14, EPAC2 antagonist 7%, TDP43 rescue 14%, D3 ag -4 and FUS yeast rescue -22%.
O=C(Cc1cccc(NC(=O)C2CCCN(C(=O)CCc3ccccc3)C2)c1)Nc1ccc(C(=O)N2CCOCC2)cc1 (stereo not given) was read as Abeta rescue -7%, EPAC2 ag 4%, aSyn yeast inh 0%, DRD3 antagonist 0, EPAC2 antagonist -4%, TDP43 rescue -3%, D3 ag 0 and FUS yeast rescue 14%.
CCOC(=O)C1=C(O)/C(=C\c2sccc2C)N=C1C was read as Abeta rescue -2%, EPAC2 ag 5%, aSyn yeast inh -10%, DRD3 antagonist -6, EPAC2 antagonist 19%, TDP43 rescue 4%, D3 ag 2 and FUS yeast rescue -2%.
Cc1nc2ccccc2n1C(=O)c1ccccc1[N+](=O)[O-] was read as Abeta rescue 20%, EPAC2 ag -2%, aSyn yeast inh -1%, DRD3 antagonist 16, EPAC2 antagonist 5%, TDP43 rescue 20µM* and D3 ag -1.
`CCCc1cc(=O)oc2cc(C)cc(OCC(=O)N3CCC(C(=O)O)CC3)c12` gave Abeta rescue -14%, EPAC2 ag 0%, aSyn yeast inh 0%, DRD3 antagonist -12, EPAC2 antagonist 4%, TDP43 rescue 3%, D3 ag 26 and FUS yeast rescue -14%.
For N#Cc1ccc(-c2nnnn2-c2ccc3c(c2)OCO3)cc1 the results were Abeta rescue 16%, EPAC2 ag -1%, aSyn yeast inh 3%, DRD3 antagonist 64, EPAC2 antagonist 7%, TDP43 rescue 3%, D3 ag 3 and FUS yeast rescue 3%.
For CCOC(=O)c1c(C)nc(C)c(C(=O)OCC)c1-c1cccnc1 the results were Abeta rescue 6%, EPAC2 ag -8%, aSyn yeast inh 7%, DRD3 antagonist 19, EPAC2 antagonist -18%, TDP43 rescue 20%, D3 ag 3 and FUS yeast rescue -3%.
For O=S(=O)(NC1CCCCC1)c1ccc(S(=O)(=O)N2CCN3CCCC3C2)cc1 (stereo not given) the results were Abeta rescue 4%, EPAC2 ag 3%, aSyn yeast inh 0%, DRD3 antagonist 11, EPAC2 antagonist 4%, TDP43 rescue -13%, D3 ag -2 and FUS yeast rescue 17%.
For CCOc1ccc(C(=O)n2cc(C(=O)OC)c3ccccc32)cc1 the results were Abeta rescue -23%, EPAC2 ag 6%, aSyn yeast inh -1%, DRD3 antagonist -10, EPAC2 antagonist 13%, TDP43 rescue 0%, D3 ag 4 and FUS yeast rescue 4%.
For Cc1ccc(N2CN=c3s/c(=C\c4ccccn4)c(=O)n3C2)cc1 the results were Abeta rescue -14%, EPAC2 ag -7%, aSyn yeast inh -1%, DRD3 antagonist 10, EPAC2 antagonist 9%, TDP43 rescue -27%, D3 ag -13 and FUS yeast rescue 21%.
For O=C(CNc1cccc(S(=O)(=O)N2CCCC2)c1)Nc1cccc(Br)c1 the results were Abeta rescue 12%, EPAC2 ag 7%, aSyn yeast inh 0%, DRD3 antagonist 13, EPAC2 antagonist -12%, TDP43 rescue -1%, D3 ag 3 and FUS yeast rescue 23%.
O=C(Nc1ccc(Cl)cc1)c1cc2nc(-c3ccco3)cc(C(F)(F)F)n2n1 was read as Abeta rescue 5%, EPAC2 ag -2%, aSyn yeast inh -5%, DRD3 antagonist 9, EPAC2 antagonist -6%, TDP43 rescue 19%, D3 ag 11 and FUS yeast rescue 18%.
For N#CC1=C(SCC(N)=O)NC(=O)CC1c1ccccc1Cl (stereo not given) the results were Abeta rescue -10%, EPAC2 ag 9%, aSyn yeast inh -3%, DRD3 antagonist -8, EPAC2 antagonist 4%, TDP43 rescue -12%, D3 ag -2 and FUS yeast rescue 7%.
`CN(CC(=O)Nc1ccc(F)cc1)C(=O)CSc1nccn1C` gave Abeta rescue 1%, EPAC2 ag 4%, aSyn yeast inh -2%, DRD3 antagonist 6, EPAC2 antagonist 3%, TDP43 rescue -10%, D3 ag 16 and FUS yeast rescue -12%.
For COC(=O)c1cc(-c2ccc(F)cc2)n(-c2ccccc2)n1 the results were Abeta rescue -4%, EPAC2 ag 2%, aSyn yeast inh -1%, DRD3 antagonist 11, EPAC2 antagonist inconclusive, TDP43 rescue inconclusive, D3 ag 2 and FUS yeast rescue 12%.
Cc1ccc(NC(=O)CCNC(=O)c2ccc(Br)cc2)nc1 was read as Abeta rescue 8%, EPAC2 ag 4%, aSyn yeast inh 3%, DRD3 antagonist -3, EPAC2 antagonist 1%, TDP43 rescue 9%, D3 ag -6 and FUS yeast rescue -16%.
For CN(CC(=O)Nc1ccccc1Cl)C(=O)CSc1nncn1C the results were Abeta rescue -12%, EPAC2 ag 6%, aSyn yeast inh -4%, DRD3 antagonist -7, EPAC2 antagonist -5%, TDP43 rescue -11%, D3 ag 9 and FUS yeast rescue 20%.

From PubChem BioAssay

The list is partial; count on the stated rates, not on these rows.
